Assay outcomes from PubChem BioAssay.
RAD54 branch = inhibitors of human RAD54 branch migration, primary screen, biochemical, fluorescence, single point; inhibition, % at 10.4 µM; DNA repair and recombination protein RAD54-like (Homo sapiens), Q92698; RAD54 Holliday junction branch migration, FAM/BHQ fluorescence; actives 0.14% (n = 360,000);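 active means mean normalized replicate activity at least 40 and at least half of replicates scoring 40 or more; inconclusive means only one of the two criteria met; inactive means mean below 40 and under half of replicates reaching 40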;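 further: 0% = median of neutral control wells and 100% = median of positive control wells; inhibitors cause a drop in the FAM fluorescence signal; in these data hits start at about 50%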
Target sequence (Q92698 whole entry, looked up): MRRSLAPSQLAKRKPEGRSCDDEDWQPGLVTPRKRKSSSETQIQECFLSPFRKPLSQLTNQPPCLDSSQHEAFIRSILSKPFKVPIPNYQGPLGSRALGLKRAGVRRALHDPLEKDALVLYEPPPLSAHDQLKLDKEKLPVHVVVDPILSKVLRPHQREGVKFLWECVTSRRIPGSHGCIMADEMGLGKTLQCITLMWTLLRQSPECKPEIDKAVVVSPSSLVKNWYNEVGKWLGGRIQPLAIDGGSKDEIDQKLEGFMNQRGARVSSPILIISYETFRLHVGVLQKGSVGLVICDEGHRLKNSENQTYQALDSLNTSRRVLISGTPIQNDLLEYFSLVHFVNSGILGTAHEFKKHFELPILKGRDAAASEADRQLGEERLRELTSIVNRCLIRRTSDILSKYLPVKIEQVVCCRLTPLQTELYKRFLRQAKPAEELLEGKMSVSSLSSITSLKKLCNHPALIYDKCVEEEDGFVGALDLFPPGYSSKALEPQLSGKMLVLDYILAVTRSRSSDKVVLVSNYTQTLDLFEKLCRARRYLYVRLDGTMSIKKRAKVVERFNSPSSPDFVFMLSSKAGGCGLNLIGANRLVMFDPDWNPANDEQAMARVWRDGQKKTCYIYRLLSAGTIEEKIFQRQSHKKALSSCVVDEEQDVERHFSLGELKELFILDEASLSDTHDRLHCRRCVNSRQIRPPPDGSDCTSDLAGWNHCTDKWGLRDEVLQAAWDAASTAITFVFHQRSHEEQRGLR
esBAF inh = Bmi1 luciferase reporter increase in mESCs, primary screen, esBAF inhibitor project, mouse ES cells, Bmi1 luciferase knock-in, single point; 24 h; 100% = twice the neutral-well signal; reporter increase, % at 12.5 µM; actives 2% (n = 350,000); in the data active means activation above about 40%; inconclusive means no clear call, values can overlap the other calls;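 further: 0% = median of the plate's neutral control wells and 100% = double that signal; a rise in the Bmi1 reporter signal indicates esBAF inhibition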
* hit, by the source's call; ? = inconclusive. Some of the compounds tested; rates above refer to the full screens.

compound | RAD54 branch | esBAF inh
COc1ccc(-c2cn[nH]c2N)c(OC)c1 | -7 | -2
COC(=O)CCCCCc1ccc(C(C)=O)s1 | -47 | -1
COc1ccc(-c2c(C#N)c(N)nc3c2c(=O)n(C)c(=O)n3C)cc1 | 6 | -4
Cc1sc(C(=O)NCc2cccnc2)c2nc(C)n(CC(=O)NCc3cccnc3)c(=O)c12 | -15 | -7
Cc1cccc(NC(=O)CSc2ncnc3nc[nH]c23)c1 | -1 | 7
O=C(CSc1nc2ccccc2c(=O)n1-c1ccccc1)N1CCCC1 | 2 | 5
COc1ccc(NC(=O)C(CC(C)C)NC(=O)c2ccccc2C)cn1 (centres undefined) | 11 | 3
CCN1CCN(C(c2cccs2)C(C)NC(=O)CC(C)C)CC1 (centres undefined) | 13 | -2

(more compounds)
compound | RAD54 branch | esBAF inh
CCOC(=O)C(NC(=O)Cc1ccccc1)(Nc1cc(C)on1)C(F)(F)F (centres undefined) | 6 | -3
CCCCNC(=S)NC(=O)c1ccc(Cl)cc1Cl | 9 | -3
COc1ccc(N2C(=S)N(C(=O)c3ccccc3)C(=Nc3ccccc3)C2=Nc2ccccc2)cc1 | 1 | 13
COc1ccc2c(c1OC)C(=O)N(c1ccc3c(c1)CCC3)C2=O | -8 | -9
CC(=O)N1N=C(c2ccco2)CC1c1cccs1 (centres undefined) | -2 | 9
CCOC(=O)c1c(NC(=O)c2c(-c3ccccc3)noc2C)sc(C)c1-c1ccccc1 | -6 | 10
COc1ccc(NC(=O)CSc2nc(O)c(Cc3ccccc3)c(=O)[nH]2)cc1 | -6 | -5
COc1ccc(NC(=O)N2CCCC(c3nc(-c4ccc(C(C)C)cc4)no3)C2)cc1 (centres undefined) | -6 | 5

Rewritten as labelled records: four of the compounds above
CC(=O)N1N=C(c2ccco2)CC1c1cccs1 (centres undefined)
  RAD54 branch: -2; esBAF inh: 9
CCOC(=O)c1c(NC(=O)c2c(-c3ccccc3)noc2C)sc(C)c1-c1ccccc1
  RAD54 branch: -6; esBAF inh: 10
COc1ccc(NC(=O)CSc2nc(O)c(Cc3ccccc3)c(=O)[nH]2)cc1
  RAD54 branch: -6; esBAF inh: -5
COc1ccc(NC(=O)N2CCCC(c3nc(-c4ccc(C(C)C)cc4)no3)C2)cc1 (centres undefined)
  RAD54 branch: -6; esBAF inh: 5

Going on with the list.
compound | RAD54 branch | esBAF inh
Cn1c(C(=O)NCCN2CCOCC2)cc2sccc21 | 9 | 3
CS(=O)(=O)N1CCCC(C(=O)NCCN2CCC(Cc3ccccc3)CC2)C1 (centres undefined) | -2 | 1
Cc1ccc(NC(=O)CC2C(=O)NC3CCCCC3N2C(=O)c2ccc(F)cc2)cc1C (centres undefined) | 0 | -5
CCCC(=O)Nc1ccc(C(=O)/C=C/c2ccc(SC)cc2)cc1 | 1 | -13
CCOc1ccccc1CNC(=O)c1cc2oc3ccccc3c2n1CC | -2 | -16
O=C1CCC([N+](=O)[O-])C(c2ccc(Cl)cc2)N1 (centres undefined) | -13 | 2
CCCCN=Cc1sc2ccc(OCC)cc2c1O | -18 | 36
COc1ccc(NC(=O)CS(=O)CC(=O)Nc2cc(Cl)ccc2OC)cc1 (centres undefined) | 13 | 0

New compounds follow
compound | RAD54 branch | esBAF inh
c1ccc(CSCc2cn3ccsc3n2)cc1 | -9 | 59*
O=C(c1ccc(-c2ccccc2)cc1)N1CCN(C(=O)c2ccco2)CC1 | 3 | -6
COc1ccc(CC(=O)Nc2cccc(-c3csc(C)n3)c2)cc1 | 0 | 4
CCCc1n[nH]c2c1C(=O)CC(C)(C)C2 | -16 | -10
COC(=O)Cn1cc(/C=N/NC(=O)c2ccc(C#N)cc2F)c2ccccc21 | -1 | 3
C#CCOCCOCCOCCNc1nc(N2CCOCC2)nc(N2CCN(C(=O)[C@H](CCC(=O)O)n3cc(C(N)Cc4ccc(O)cc4)nn3)CC2)n1 (some centres undefined) | -5 | 3
Cc1ccc(S(=O)(=O)n2nc(OC(=O)c3c(-c4ccccc4Cl)noc3C)cc2N)cc1 | -2 | -5
CC(C)Nc1nc(NC(C)C)nc(N(C)C(N)=O)n1 | -1 | -6

The list goes on.
compound | RAD54 branch | esBAF inh
O=C(c1ccc(F)cc1)c1cn[nH]c1-c1ccccc1O | -2 | 3
CC(C)(Oc1ccc(Cl)cc1)C(=O)N1CCN(c2ccccn2)CC1 | 5 | -6
Cc1nnc(NC(=O)c2ccccc2C(=O)O)s1 | -4 | -6
CCC1(C)Cc2c(sc3[nH]c(=S)n(Cc4ccccc4)c(=O)c23)CO1 (centres undefined) | 9 | 0
Cc1ccc(CC(NC(=O)c2ccccc2)C(=O)N2CCCC2C(=O)O)cc1 (centres undefined) | 3 | -7
c1cc(C2OCCN2CC2COC3(CCCC3)O2)ccn1 (centres undefined) | -3 | -2
COc1ccc(C(CC(=O)O)NC(C)=O)cc1OC (centres undefined) | -3 | -11
CC1=CC(C)(C)N(S(=O)(=O)c2ccc(C)cc2)c2ccccc21 | -2 | -9

(listing goes on)
compound | RAD54 branch | esBAF inh
C=CCOc1ccc(Br)cc1/C=N/O | 8 | -9
COCC(C)NC(=O)C1CC(c2cccc(Br)c2)=NO1 (centres undefined) | -9 | -17
COc1ccc2sc(N3C(=O)C4CC=C(C)CC4C3=O)nc2c1 (centres undefined) | 6 | -4
CCc1c(C(=O)NC2CCCC2)csc1C | -6 | 6
COC(=O)CN1C2(C#N)CCCCC2CC2CCCCC21C#N (centres undefined) | -5 | 11
Cc1cccc(C)c1OCC(O)CNS(=O)(=O)c1ccccc1C(=O)N1CCOCC1 (centres undefined) | -16 | 1
O=C1CCC(=O)N1c1nc2nc(-c3ccccc3)cc(=O)n2[nH]1 | -1 | -7
CC(OC(=O)c1cccs1)C(=O)NCc1ccco1 (centres undefined) | -1 | 1

Three structures from above, arranged by molecular weight, ascending.
compound | RAD54 branch | esBAF inh
CC(OC(=O)c1cccs1)C(=O)NCc1ccco1 (centres undefined) | -1 | 1
c1cc(C2OCCN2CC2COC3(CCCC3)O2)ccn1 (centres undefined) | -3 | -2
COc1ccc(CC(=O)Nc2cccc(-c3csc(C)n3)c2)cc1 | 0 | 4

Next part:
Each structure is followed by: RAD54 branch	esBAF inh
CN1CCN(C(=O)c2ccc(S(=O)(=O)c3ccc(Br)cc3)cc2)CC1
→ -2	4
Cc1cc(C)c2c(=O)c3c(oc2c1)C(=O)N(CCO)C3c1cccc(O)c1 (centres undefined)
→ -4	5
CS(=O)(=O)N1CCN(c2ccccc2F)CC1
→ -28	2
CC(=O)N1CCCc2cc(S(=O)(=O)N3CCc4ccccc4C3)ccc21
→ 12	-3
COc1cc(/C=N\NC(=O)c2sc(N)nc2C)cc(OC)c1OC
→ -1	2
Cc1nc2c(C)cccn2c1/C(O)=C1\C(=O)C(=O)N(CCN2CCOCC2)C1c1ccncc1 (centres undefined)
→ -7	-2
CC(C)(C)C(=O)N1CCc2cc(-c3csc(N)n3)ccc21
→ 0	-54
CCOc1ccc2[nH]c(=O)c(CN(CCO)C(c3nnnn3C3CCCCC3)C(C)C)cc2c1 (centres undefined)
→ -3	5
CCOC(=O)c1[nH]c(C)c(C(=O)NC(C)(C)C)c1C
→ -3	-3
O=C(c1c[nH]c2ccccc12)C(O)C(c1ccccc1)N1CCOCC1 (centres undefined)
→ 1	12
O=C(CC1CCCCC1)NCc1ccccn1
→ 20	-9
Cc1cc(C)c2cc(C#N)c(SCC(=O)NCC3CCCO3)nc2c1 (centres undefined)
→ -13	-5
CCn1c(SCC(=O)Nc2ccc(C(C)=O)cc2)nc2nc3c(cc2c1=O)CCCC3
→ -1	28
CCS(=O)(=O)Nc1cc(C(=O)OC)ccc1C(=O)OC
→ -9	-4
COc1ccc(NC(=O)N(Cc2cccnc2)Cc2ccccc2Cl)c(OC)c1
→ -1	8

Continued.
Each structure is followed by: RAD54 branch	esBAF inh
Cc1cccc(N2CCN(C(=O)CCNC(=O)Cn3ccc4ccccc4c3=O)CC2)c1C
→ -17	-1
COc1ccc(-c2ccc3c(N)c(C(=O)c4cccc(OC)c4)sc3n2)cc1
→ -7	2
CCOC(=O)C1CCCN(C(=O)c2cccs2)C1 (centres undefined)
→ 6	3
CC(C)CCNc1nc(-c2ccco2)c2c(c1C#N)CCCC2
→ 3	-9
Cc1ccc(S(=O)(=O)N/N=C\c2ccccc2OCc2ccccc2)cc1
→ 1	6
CC(=O)Nc1ccc(-c2nnc(SCc3ccc(C)cc3)n2C)cc1
→ -2	-10
COc1ccc(-c2cc3nc(C)cc(NCCO)n3n2)cc1
→ -9	15
CCOc1cc(S(=O)(=O)N2CCN(CC)CC2)ccc1Cl
→ 3	3
O=c1[nH]c2ccc(Cl)cc2c(=O)n1Cc1ccco1
→ -16	4
C=CCOn1c(=O)c(-c2ccc(OC)cc2)[n+]([O-])c2ccccc21
→ 7	21
COc1ccc(NC(=O)CN2CCN(c3ccccc3Cl)CC2)cc1
→ -20	0
CSc1nc(-c2ccccc2)nn1C(=O)c1ccco1
→ 0	12
CCNC(=O)NC(=O)CSc1nc2ccccc2n1CCOC
→ -3	-9
Cc1c(-n2c(SCC(=O)O)nnc2-c2ccccc2Cl)c(=O)n(-c2ccccc2)n1C
→ -1	-6
CCOc1ccc(C2C(C#N)=C(N)Oc3n[nH]c(C)c32)cc1OC(=O)C1CC1 (centres undefined)
→ -3	-4

The list continues:
Each structure is followed by: RAD54 branch	esBAF inh
CCOC(=O)C1CCN(C(=O)CCNC(=O)c2cc(OC)c(OC)c(OC)c2)CC1
→ -4	-4
COc1ccccc1N1CCN(C/C(O)=C(\C#N)c2nc(-c3ccccc3)cs2)CC1
→ -1	0
Cc1ccc2c(c1)NC(=O)CC(c1ccccc1)=N2
→ 6	?
COc1cccc(C(=O)N(Cc2cc3cc(C)ccc3[nH]c2=O)CC2CCCO2)c1 (centres undefined)
→ -1	7
Cc1cc(NC(=O)c2ccccc2F)n(-c2nc3ccccc3[nH]2)n1
→ -4	12
Cc1ccc(S(=O)(=O)N2CCN(C(=O)N3CCOCC3)C2c2ccc(N(C)C)cc2)cc1 (centres undefined)
→ 11	-2
Cc1c(C)[n+](=O)c2c(n1[O-])CCC2
→ -2	-10
CC(=O)N1CCN(c2ccc(NC(=O)COc3ccc(Cl)cc3Cl)cc2)CC1
→ 3	4
COc1ccccc1-c1noc(-c2cccnc2)n1
→ -2	10
Cc1ccc(C(=O)NC(Cc2c[nH]c3ccccc23)C(=O)O)o1 (centres undefined)
→ -5	-1
CCOC(=O)c1ccc(N2C(=O)CC(Sc3nnc(C)s3)C2=O)cc1 (centres undefined)
→ -1	-3
Nc1cc2c(cc1C(=O)c1ccc(Cl)cc1)OCCO2
→ 3	6
CCOc1ccccc1C(=O)NCCCn1ccnc1
→ 4	-2
CCn1c(=N)n(CC(=O)c2ccc(OC)cc2)c2ccccc21
→ 4	8
N#Cc1cnn(Cc2ccc(Cl)cc2)c1N
→ -16	-5

(more compounds)
Each structure is followed by: RAD54 branch	esBAF inh
CCOC(=O)N1CCN(c2nnnn2-c2ccccc2)CC1
→ 7	0
CC(C)C(=O)N(c1ccc2oc(=O)sc2c1)S(=O)(=O)c1cccs1
→ -7	-2
O=C(Nc1ccccc1N1CCN(C(=O)c2ccc(Cl)cc2)CC1)c1cccnc1
→ -1	-5
CC(=O)OCC(=O)NCc1ccc2c(c1)OCO2
→ -14	-9
COc1ccc(-c2nnn(Cc3nc(N)nc(N4CCOCC4)n3)n2)cc1OC
→ -1	0
CCOCCCNC(=O)C(NC(=O)CC1NC(=O)NC1=O)c1ccc(Cl)cc1 (centres undefined)
→ -3	-12
Cc1cccc(NC(=O)CSc2nc(C)c(CC(=O)c3ccc(Br)cc3)c(C)c2C#N)c1C
→ 2	-8
CC(=O)c1ccc(N2CCN(C(=O)c3ccc4c(=O)n(-c5ccccc5)c(=O)[nH]c4c3)CC2)cc1
→ -1	10
Cc1ccc(-n2nc3c4c(cccc4c2=O)-c2ccccc2-3)cc1
→ -2	1
CCCN=C1N/C(=C\c2ccco2)C(=O)N1c1ccccc1
→ -7	1
CCCCOC(=O)CCc1nc2ccccc2[nH]c1=O
→ -5	0
CCOC(=O)c1[nH]c2ccc(OC)cc2c1NC(=O)CCN1CCCC(C)C1 (centres undefined)
→ 2	0
N=c1c2c(-c3ccccc3)c(-c3ccccc3)oc2ncn1Cc1ccco1
→ 8	-17
CCOc1ccccc1OCCCC(=O)N1CCN(S(=O)(=O)c2cccc(F)c2)CC1
→ -3	21
C=CCc1ccc(OCC(O)COCC)c(OC)c1 (centres undefined)
→ -10	41*

The list continues.
Each structure is followed by: RAD54 branch	esBAF inh
CCOc1ccc(C2=Nn3cnnc3SC2)cc1
→ 4	-6
CCC(=O)c1ccc(OCc2ccc(C(=O)OC)o2)c(OC)c1
→ 3	16
CCN1CCN(C(=S)Nc2ccccc2Cl)CC1
→ 3	-7
Cn1nccc1C(=O)NC(=S)Nc1sc2c(c1C#N)CCCCC2
→ 0	28
Cn1c(NCCCO)nc2c(c1=O)C1(CCCCC1)Cc1ccccc1-2
→ -14	1
CCOC(=O)c1cccc(NC(=O)c2cc3sccc3n2C)c1
→ 0	38
CCOC(=O)/C=C1\SCC(=O)N1CC(=O)Nc1ccc(OC)c(OC)c1
→ -6	4
COc1cccc(/C=N\Nc2nncc(-c3ccccc3)n2)c1
→ 1	5
O=C(CSc1nc2ccc(Cl)cc2[nH]1)NCc1ccco1
→ 10	-8
O=C(CSc1nnnn1-c1ccccc1)Nc1ncc2c(n1)CC(c1ccccc1)CC2=O (centres undefined)
→ -3	-2
CCOC(=O)c1c(C)cc(C)n2c1nc1ccccc12
→ 5	9
